High-throughput results (PubChem)
ALOX15B inhib = 15-hLO-2 (ALOX15B) enzyme inhibition. actives 0.56% (n = 110,000). purified 15hLO-2, xylenol orange hydroperoxide absorbance. O15296. AID 881. Potency, µM (highest dose often 57.1 µM), inactives show top-dose activity change, negative = inhibition, actives largely listed as inhibitors; also: potency is read from the fitted curve at half-maximal effect; nearly all actives have a fitted effect of over 60% in size; many of its hits are not listed in these tables
Target sequence (O15296 whole entry, looked up): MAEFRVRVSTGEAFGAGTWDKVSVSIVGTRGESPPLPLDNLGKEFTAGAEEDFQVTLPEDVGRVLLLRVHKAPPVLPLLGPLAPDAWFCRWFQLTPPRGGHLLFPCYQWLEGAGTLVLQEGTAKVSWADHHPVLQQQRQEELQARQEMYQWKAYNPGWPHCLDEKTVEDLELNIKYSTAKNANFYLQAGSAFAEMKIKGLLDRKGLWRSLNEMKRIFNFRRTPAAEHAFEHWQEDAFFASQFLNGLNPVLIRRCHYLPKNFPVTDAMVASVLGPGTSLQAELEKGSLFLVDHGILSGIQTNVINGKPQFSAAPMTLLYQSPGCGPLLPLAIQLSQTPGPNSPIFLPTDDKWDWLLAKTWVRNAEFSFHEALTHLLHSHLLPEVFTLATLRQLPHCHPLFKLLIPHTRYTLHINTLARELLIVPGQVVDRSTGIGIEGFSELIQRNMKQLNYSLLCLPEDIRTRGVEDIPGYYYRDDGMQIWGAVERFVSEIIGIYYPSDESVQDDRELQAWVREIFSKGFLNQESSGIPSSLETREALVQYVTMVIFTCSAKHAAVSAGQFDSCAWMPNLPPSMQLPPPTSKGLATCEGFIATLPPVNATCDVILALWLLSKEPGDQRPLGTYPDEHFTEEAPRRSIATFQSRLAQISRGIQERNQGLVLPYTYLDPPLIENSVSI
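Purified human 15hLO-2 (50 nM final) preincubated with compounds 15 min at room temperature in 25 mM Hepes pH 7.5, 0.01% Triton X-100, then 45 uM arachidonic acid added for 90 min; hydroperoxide detected via ferrous/xylenol orange, 573/405 nm absorbance ratio.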
IMPase cell inh = cell-permeable inhibitors of inositol monophosphatase (IMPase) | CHO-M1 cells, IP1 accumulation, HTRF TR-FRET ratio | inhibition (IP1 accumulation), % at 46.1 µM | AID 901 | 120,000 tested, under 10 active | P97697; active = well fitted curve in the direction sought with a large enough effect in the signal ratio, not every such curve was filed as active; inconclusive = small, poorly fitted or top-dose-only effect, or a change in a side signal; inactive = no such curve, though single readings can be large or run the other way; the % refers to the signal ratio;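 also: cells stimulated with carbachol in lithium chloride buffer; plate controls were DMSO basal wells for no effect and reference inhibitor wells for full effect; higher means more IMPase inhibition seen as more IP1 and lower FRET ratio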
Target sequence (P97697 whole entry, looked up): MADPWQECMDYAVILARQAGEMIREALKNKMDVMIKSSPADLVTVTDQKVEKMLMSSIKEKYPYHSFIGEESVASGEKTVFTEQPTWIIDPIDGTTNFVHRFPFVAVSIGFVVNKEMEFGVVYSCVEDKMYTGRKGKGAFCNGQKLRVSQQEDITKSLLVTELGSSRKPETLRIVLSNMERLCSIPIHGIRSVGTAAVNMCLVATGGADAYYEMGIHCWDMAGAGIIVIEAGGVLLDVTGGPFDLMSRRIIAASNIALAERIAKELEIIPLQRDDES
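In this qHTS, compounds (final up to 46 uM) act on CHO-M1 cells that are then activated through the M1 receptor with carbachol, in pH 7.4 buffer containing 50 mM LiCl, for 30 min. IP1 accumulation is quantified by the IP-One immunoassay.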
PNC assembly inh = inhibitors of perinucleolar compartment assembly; PC3M PTB-GFP, PNC prevalence imaging, 16 h; active compounds read low; activity change (PNC), negative = inhibition, % at 10 µM; actives 3.1% (n = 140,000);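 active = readout at or below -70, meaning at least 70% loss of cells showing the perinucleolar compartment, a nuclear body marking cancer cells; inconclusive = readout between -30 and a set limit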;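 also: plate controls were DMSO wells for no effect and camptothecin positive control wells for full effect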
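Read-out is percentage of cells bearing a perinucleolar compartment, from automated 20x imaging of fixed, Hoechst-stained PC3M PTB-GFP cells. Cells were seeded 4 h, then exposed 16 h to compound (23 nl of library stock) in duplicate plates.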
12-hLO inh = inhibitors of human 12-lipoxygenase (ALOX12); P18054; purified 12-hLO, xylenol orange hydroperoxide absorbance; Potency, µM (doses to about 57.1 µM), inactives show at the top dose activity change, negative = inhibition, most hits filed as inhibitors; actives 0.12% (n = 150,000); also: potency is read from the fitted curve at half-maximal effect; nearly all actives have a fitted effect of over 55% in size; many of its hits are not listed in these tables
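Purified human 12hLO (150 nM final) was preincubated with compounds for 15 min at room temperature in 25 mM Hepes pH 7.0, 0.01% Triton X-100, then reacted with 40 uM arachidonic acid for 30 min. Hydroperoxide was detected with ferrous iron/xylenol orange.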
* marks the source's active call; other numbers are inactive results; ? = inconclusive; · = no result given; & = joins results of further samples. Unless noted, calls follow the shape of the dose curve; as a rule, active = well fitted curve in the direction sought with a large enough effect; inconclusive = small, poorly fitted or top-dose-only effect, or another doubt; inactive = no such curve, though single readings can be large; an effect the other way counts as inactive or inconclusive. Unless noted, % is scaled to controls: 0 for no effect and ±100 for the full control effect. Not all compounds are listed; rates above refer to the full screens.

SMILES | ALOX15B inhib | IMPase cell inh | PNC assembly inh | 12-hLO inh
O=C(Nc1ccn(-c2ccccc2)n1)c1ccccc1Br | · | 8 | -19 | 0%
CN(C)C(=O)c1ccc2c(c1[N+](=O)[O-])C(=O)c1ccccc1C2=O | · | 3 | -30 | -3%
N/C(=N\OC(=O)Oc1ccccc1)c1cccc([N+](=O)[O-])c1 | · | · | 10 | -2%
COc1ccc(-c2cc(-c3ccccc3)n3ncnc3n2)cc1 | -10% | -3 | ? | -9%
O=C(CN1C(=O)NC2(CCCCCCC2)C1=O)N1CCc2ccccc2C1 | 3% | -4 | ? | -3%
O=C(C(=O)N1CCCc2ccccc21)N1CCCc2ccccc21 | · | · | ? | -4%
CC(=O)NNc1cc(=O)c2c(=O)n(C)c(=O)n(C)c2[nH]1 | 0% | 6 | -18 | -1%
Cc1cc(Br)cc2c(C(=O)Nc3c(C)n(C)n(-c4ccccc4)c3=O)cc(-c3cccs3)nc12 | 9% | -15 | ? | -1%
NS(=O)(=O)c1cccc(NC(=O)COC(=O)/C(=C/c2cccs2)c2cccs2)c1 | · | · | 10 | -7%
S=C1NC(c2ccccc2)=NCN1c1ccc(Cl)cc1 | -10% | 6 | ? | -3%
COc1cc(NS(=O)(=O)c2ccc(NC(C)=O)cc2)cc(OC)c1 | -4% | -2 | ? | -1%
COc1cc(C(=O)NCCC(=O)NCCc2ccc(Cl)cc2)cc(OC)c1OC | · | 2 | ? | 0%
CC1CCN(C(=O)c2scc3c2OCCO3)CC1 | -11% | -3 | -23 | -5%
Cc1ccn2cc(CSc3ccccc3)nc2c1 | 25% | 5 | -112* | 1%
COc1cccc(N(C(=O)C2COc3ccccc3O2)C(C(=O)NC2CCCCC2)c2ccc(O)cc2)c1 (stereo not drawn) | · | -1 | ? | -1%

One compound at a time, as listed above. Order of screens: ALOX15B inhib | IMPase cell inh | PNC assembly inh | 12-hLO inh
Cc1ccn2cc(CSc3ccccc3)nc2c1 across the screens: 25% | 5 | -112* | 1%
COc1cc(NS(=O)(=O)c2ccc(NC(C)=O)cc2)cc(OC)c1 across the screens: -4% | -2 | ? | -1%
O=C(Nc1ccn(-c2ccccc2)n1)c1ccccc1Br across the screens: · | 8 | -19 | 0%
O=C(CN1C(=O)NC2(CCCCCCC2)C1=O)N1CCc2ccccc2C1 across the screens: 3% | -4 | ? | -3%
CC(=O)NNc1cc(=O)c2c(=O)n(C)c(=O)n(C)c2[nH]1 across the screens: 0% | 6 | -18 | -1%

Grouped by structure: those above containing a nitro group on carbon.
SMILES | ALOX15B inhib | IMPase cell inh | PNC assembly inh | 12-hLO inh
CN(C)C(=O)c1ccc2c(c1[N+](=O)[O-])C(=O)c1ccccc1C2=O | · | 3 | -30 | -3%
N/C(=N\OC(=O)Oc1ccccc1)c1cccc([N+](=O)[O-])c1 | · | · | 10 | -2%

Additional entries:
SMILES | ALOX15B inhib | IMPase cell inh | PNC assembly inh | 12-hLO inh
O=C(NC(=Nc1nc2ccccc2o1)NC(=O)c1ccccc1)c1ccccc1 | · | · | ? | -8%
CCn1c(=O)n(CC(=O)NCc2ccccc2OC)c(=O)c2ccccc21 | -5% | -2 | ? | -2%
C/C(=N\Nc1ccc([N+](=O)[O-])cc1)c1ccco1 | · | · | 11 | -1%
CCc1ccc2nc(NC(=O)CSCc3c(C)noc3C)sc2c1 | · | 4 | -8 | -9%
COc1ccc(C(=O)NCc2nnc(SC)n2C2CCCCC2)cc1 | · | -21 | -27 | 4%
COc1ccc(NC(=O)C(C)NS(=O)(=O)c2ccc(NC(C)=O)cc2)cc1Cl (stereo not drawn) | · | 14 | -25 | 6%
COc1ccc(-c2nn(-c3ccccc3)cc2/C=N/NC(=S)NC(C)C)cc1OC | · | 12 | ? | ?
O=C1/C(=N/n2cnnc2)c2ccccc2N1Cc1ccccc1 | ? | 4 | -13 | -9%
CCC1=NC(c2ccccc2OC)N(O)C1(C)C (stereo not drawn) | -10% | 0 | 23 | -9%
COc1ccccc1NC(=O)CSc1c2c(nc3ccccc13)CCC2 | · | · | -16 | 1%
COCc1cc(C)nc2sc(C(=O)N3CCCC3)c(N)c12 | -7% | 4 | -117* | -5%
CCN1CCCC1Cn1c(-c2ccccc2)nc2c(N(CCOC)CCOC)nc(C)nc21 (stereo not drawn) | 7% | · | · | 0%
O=C(c1ccco1)N1CCN(C(=O)c2cc3c(=O)oc4ccccc4c3s2)CC1 | -14% | ? | 5 | -1%
O=C(OCN1C(=O)c2ccccc2C1=O)/C(=C\c1ccco1)NC(=O)c1ccccc1 | -24% | 8 | 74 | 0%
O=C(CN1CCCc2ccccc21)NCc1ccccc1Cl | · | 4 | ? | -6%
O=C(Cc1ccc2c(c1)CCCC2)Nc1ccccc1Br | -15% | 1 | 18 | -5%
CC12CCC(C(=O)Nc3ccc(SC(F)F)cc3)(CC1=O)C2(C)C (stereo not drawn) | -2% | 1 | 36 | -5%
O=C(COC(=O)C12CC3CC(CC(C3)C1)C2)Nc1ccc([N+](=O)[O-])cc1Br | · | · | -13 | -1%
CCCCc1nc2ccccc2c(NC(=O)CN(CC)CC)c1CCC | -5% | 8 | 13 | -4%
Cn1c(=O)n(C)c2cc(S(=O)(=O)N3CCCc4ccccc43)ccc21 | 0% | 4 | ? | -1%
COC(=O)C1=C(C)n2nnnc2NC1c1cc2ccccc2o1 (stereo not drawn) | -6% | 2 | -6 | -9%
O=C(NCc1cccs1)[C@@H]1CSC2c3ccccc3C(=O)N21 (stereo partly drawn) | -5% | 3 | 15 | -4%
O=C(COc1ccccc1)N1N=C(c2cccnc2)CC1(O)C(F)(F)F (stereo not drawn) | · | · | 8 | -3%
CC1CCCC(C)N1C(=O)c1cc(-c2ccc(Cl)c(Cl)c2)on1 (stereo not drawn) | · | 10 | 86 | 5%
CCOc1ccc(C(=O)Nc2ccccc2C#N)cc1[N+](=O)[O-] | · | · | ? | -1%
COc1ccc(C2/C(=C(/O)c3ccc(OC(C)C)cc3)C(=O)C(=O)N2CCCN2CCOCC2)cc1 (stereo not drawn) | · | · | -5 | -3%
CCN1CCN(Cc2c(C)[nH]c3ccc(C(=O)OC)cc3c2=O)CC1 | -2% | 8 | 21 | ?
COc1ccc(Cl)cc1NC(=O)C1CCCN(S(=O)(=O)c2cccc3nonc23)C1 (stereo not drawn) | · | -6 | -100* | 2%
CCN(CC)C(=O)Cn1ncc2c1-c1ccccc1OC2 | · | -1 | 30 | 2%
CCOCCCNC(=O)C(c1ccccc1)N(Cc1ccc2c(c1)OCO2)C(=O)CNC(C)=O (stereo not drawn) | 8% | 0 | -13 | 3%
CCc1ccccc1NC(=O)c1onc(C)c1Cl | -1% | 6 | 14 | 2%
CN(C)c1ccc(/C=N\NC(=O)c2csnn2)cc1 | 1% | 4 | 5 | -2%
O=C(Cc1ccc(Cl)cc1)Oc1cccc2cccnc12 | · | · | -8 | -12%
CSc1nc(=O)n(-c2ccccc2)c(C)c1C(C)=O | 1% | 8 | 11 | 4%
Cc1ccc(NC(=O)Nc2ncccc2C)cc1 | 4% | 1 | 63 | 14%
CC(NC(=O)COc1ccccc1)C(=O)NC1=NCCS1 (stereo not drawn) | 7% | -4 | ? | -4%
Cc1ccc(-c2csc(NC(=O)C3CC=CCC3C(=O)O)c2C(=O)OC(C)C)cc1 (stereo not drawn) | -10% | 0 | -10 | -7%
CSc1ccc(CNc2ccc(Cl)cc2)cc1 | -10% | -2 | 2 | -4%
CCOC(=O)c1sc2nc(N3CCOCC3)c3c(c2c1N)CCCC3 | -7% | -16 | ? | -1%
COc1ccccc1N1CCN(S(=O)(=O)c2cn(C)c(=O)n(C)c2=O)CC1 | -1% | 1 | 26 | -1%
COc1ccc2cc3cc(C(=O)NCCN4CCc5ccccc5C4)sc3nc2c1 | · | · | 38 | 1%
Cn1cccc1/C=N/n1c(-c2ccccc2)n[nH]c1=S | -13% | -1 | 11 | 0%
CCN(CC)S(=O)(=O)c1ccc2nc(SC)sc2c1 | -8% | 8 | -4 | -13%
COC(=O)CSc1nc2cc(C)ccc2cc1C#N | -5% | -3 | 4 | -2%
Cc1oc2c(c1C(=O)Nc1ccc(C(=O)O)cc1)CCCC2 | -7% | 1 | -26 | 0%
CCc1nnc(NC(=O)C2c3ccccc3Oc3ccccc32)s1 | · | 16 | -25 | -8%
O=S(=O)(Nc1nc2ccccc2nc1N1CCc2ccccc2C1)c1ccc(Cl)cc1 | · | · | 51 | -1%
CC(=O)Nc1ccc(S(=O)(=O)NCCc2ccc(F)cc2)cc1 | -7% | -7 | 54 | 8%
O=C(N/N=C\c1ccc(O)c([N+](=O)[O-])c1)c1ccccc1-n1cccc1 | · | · | 34 | 1%
COc1ccccc1Nc1nc(N)nc(CN2CCc3ccccc3C2)n1 | · | -4 | 23 | 6%
COc1ccc(C(=O)OC2CCN(c3ncc(C(F)(F)F)cc3Cl)CC2)cc1 | 17% | 0 | -2 | -4%
CC1Cc2ccccc2N1C(=O)CSc1nc(-c2ccco2)cc(C(F)(F)F)n1 (stereo not drawn) | 6% | 0 | 11 | -3%
C=CCN1C(=O)C(CC(=O)Nc2ccccc2)SC1=Nc1ccc(S(N)(=O)=O)cc1 (stereo not drawn) | 5% | 4 | 50 | 1%
CCCCOc1ccccc1N | -1% | 1 | 25 | -4%
NCCNCCNCCN | 27% | · | -22 | 6%&-5%
COC(=O)c1oc2ccccc2c1N | 7% | 1 | 33 | -2%
O=C(CCCNS(=O)(=O)c1cccc2nsnc12)NCCc1ccccc1 | · | 1 | 20 | -1%
CCOC(=O)c1sc(N(Cc2ccccc2)C(=O)CSc2nnc(C3CC3)n2N)nc1C | 1% | 5 | -8 | -5%
CC(C)C(NC(=O)/C=C/c1ccc(F)cc1)C(C)C | -15% | 11 | 4 | 8%
C=CCn1c(=O)/c(=C/c2ccc(O)cc2)s/c1=C(/C#N)c1nnc2n1CCCCC2 | -26% | 7 | -14 | -3%
Remaining list, next part.
SMILES | ALOX15B inhib | IMPase cell inh | PNC assembly inh | 12-hLO inh
COc1ccc2cc3c(N)nn(C(=O)c4cccc([N+](=O)[O-])c4)c3nc2c1 | · | -6 | 21 | -2%
C1=C(c2ccccc2)CCN(c2ncnc3nc[nH]c23)C1 | 5% | -12 | -23 | 2%
CCN(C(=O)COC(=O)c1ccc(OCc2c(C)noc2C)cc1)c1ccccc1 | -3% | -6 | -21 | -6%
O=[N+]([O-])c1ccc(CSc2nnc(Cc3ccccc3)n2-c2ccc(F)cc2)cc1 | · | 17 | -27 | -26%
CCCS(=O)(=O)N1CCN(S(=O)(=O)c2ccccc2)CC1 | -2% | 4 | 8 | 4%
CN1Cc2cc(C(=O)c3cc(Cl)cc(CSc4ncccn4)c3O)cnc2NC1=O | -4% | 3 | ? | -15%
C/C(=N\OCC(=O)Nc1ccc2c(c1)OCCO2)c1ccc2c(c1)OCCO2 | · | -19 | ? | 2%
CCOC(=O)c1c(C)nc2c(c1-c1ccc(OC)c(OC)c1)C(=O)c1ccccc1-2 | 8% | 5 | 31 | -2%
O=c1[nH]c(NC2CCCCC2)nnc1Cc1ccccc1 | 3% | 3 | 9 | -1%
Cc1cc2c(c(=O)o1)C(c1cccs1)C(C#N)=C(N)O2 (stereo not drawn) | · | · | 49 | 1%
COc1ccc(N2C(=O)CC(Nc3ccc(N4CCOCC4)cc3)C2=O)c(OC)c1 (stereo not drawn) | 32µM* | 3 | -88* | -29%
COc1cc2c(cc1OC)C(c1ccc(C)o1)CC(=O)N2 (stereo not drawn) | -16% | 9 | 19 | -2%
CC(C)CNC(=O)COC(=O)c1ccc(Cl)c(S(N)(=O)=O)c1 | -4% | -2 | -23 | 5%
CCOC(=O)c1ccc(N/C=C/C(=O)c2ccco2)cc1 | -6% | 2 | 62 | -4%
O=C(CSc1cccs1)Nc1cccc2ccccc12 | · | 7 | ? | -3%
O=C(Nc1cc(Cl)ccc1Cl)c1ccc(-c2ccccc2)cc1 | · | · | 4 | 0%
